SSB-PriA inh = inhibitors of Klebsiella pneumoniae PriA binding to SSB C-terminal tail; AID 1272365; 430,000 compounds, 0.6% hits; inhibition, % at 33 µM; AlphaScreen SSBct-PriA binding, biotinylated peptide; in the data active = inhibition mostly above about 37%, no sharp cut-off; inactive = mostly below about 20%;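 also: plate controls were negative control peptide for no effect and reference peptide for full effect; strong numbers were not always called active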
PfHsp40 rescue = rescue of PfHsp40-mediated yeast toxicity. S. cerevisiae expressing PfHsp40, growth rescue, ATP luminescence. growth rescue, % at 12.5 µM. 340,000 compounds, 0.68% hits. AID 504582; in the data active = growth rescue above about 28%, passing the limit was not always enough;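 also: yeast W303a lacking pdr1 and pdr3 grown in galactose medium; growth measured after three days at 30 °C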
DUSP3 inh = inhibitors of human VHR1 phosphatase (DUSP3) | 290,000 compounds, 0.52% hits | P51452 | inhibition, % at 13.3 µM | recombinant VHR phosphatase, pNPP absorbance | AID 1654; in the data active = inhibition above about 50%; also: some compounds called inactive have numbers as strong as hits
Target sequence (P51452 whole entry, looked up): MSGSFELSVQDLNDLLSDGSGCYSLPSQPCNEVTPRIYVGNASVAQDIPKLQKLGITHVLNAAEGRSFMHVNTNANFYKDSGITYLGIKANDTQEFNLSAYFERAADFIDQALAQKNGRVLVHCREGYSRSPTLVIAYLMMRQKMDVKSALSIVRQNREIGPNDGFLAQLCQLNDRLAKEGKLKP
MazEF act = increases E. coli MazEF RNase cleavage of RNA; P0AE70; FAM/BHQ RNA-DNA oligo cleavage fluorescence, 5 h; activation, % at 20 µM; 350,000 compounds, 0.32% hits; in the data active = activation above about 50%
Target sequence (P0AE70 whole entry, looked up): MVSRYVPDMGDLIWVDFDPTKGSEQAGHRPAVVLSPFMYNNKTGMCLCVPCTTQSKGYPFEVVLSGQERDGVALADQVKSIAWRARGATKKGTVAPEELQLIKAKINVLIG
Vc quorum ag = quorum light induction in luxS cqsA deficient V. cholerae. V. cholerae BH1578 lux reporter, luminescence, 6 h. activation, % at 18.7 µM. 350,000 compounds, 0.16% hits; in the data active = activation mostly above about 9.7%, no sharp cut-off; also: not every result past the cut was called active; inactives centre near 0; reference of the scale not given here
Rv3671c inh = inhibitors of M. tuberculosis serine protease Rv3671c; P9WHR9; inhibition, % at 5.96 µM; 320,000 compounds, 0.048% hits; AID 2606; in the data active = inhibition above about 38%;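 also: extracellular domain of Rv3671c used as enzyme; 0% = enzyme with DMSO and 100% = no enzyme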
Target sequence (P9WHR9 whole entry, looked up, the tested form may be a part): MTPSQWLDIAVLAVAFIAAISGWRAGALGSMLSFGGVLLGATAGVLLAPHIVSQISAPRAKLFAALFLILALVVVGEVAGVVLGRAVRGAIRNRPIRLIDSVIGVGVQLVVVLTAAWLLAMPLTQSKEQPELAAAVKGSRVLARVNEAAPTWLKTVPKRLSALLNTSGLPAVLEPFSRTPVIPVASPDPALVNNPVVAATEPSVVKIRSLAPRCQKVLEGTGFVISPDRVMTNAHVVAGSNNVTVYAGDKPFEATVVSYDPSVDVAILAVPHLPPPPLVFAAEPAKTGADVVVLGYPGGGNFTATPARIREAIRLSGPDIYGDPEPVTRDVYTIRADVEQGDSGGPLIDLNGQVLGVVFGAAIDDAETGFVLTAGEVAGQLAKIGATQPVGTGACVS
Anthrax LF inh2 = blocks Bacillus anthracis lethal factor protease. multiplex microsphere protease cleavage assay, LF. inhibition, % at 10 µM. 360,000 compounds, 0.12% hits. AID 588501; in the data active = inhibition above about 30%; also: plate controls were buffer without enzyme for full effect and enzyme alone for no effect
Yp Topo-I inh = inhibitors of Yersinia pestis topoisomerase I; Y. pestis Topo-I cleavage product accumulation, plate reader; activity, % at 10 µM; 360,000 compounds, 0.064% hits; AID 504884; in the data active = activity above about 50%, passing the limit was not always enough; also: inactives centre near 2
TcdB inh = TcdB glycohydrolase inhibition | P18177 | TcdB glycohydrolase enzymatic assay, plate reader | inhibition, % at 9.99 µM | 350,000 compounds, 0.24% hits | AID 652162; in the data active = inhibition above about 10%
3CLpro inhibitor = SARS-CoV 3CLpro protease inhibition; 290,000 compounds, 0.14% hits; inhibition, % at 6 µM; recombinant SARS-CoV 3CLpro, quenched FRET peptide cleavage; P0C6X7; in the data active = inhibition above about 12%
An asterisk follows results filed as active; i = inactive; nt = no result given; & = joins results of further samples. A portion of the library; rates above refer to the full screens.

SMILES	SSB-PriA inh	PfHsp40 rescue	DUSP3 inh	MazEF act	Vc quorum ag	Rv3671c inh	Anthrax LF inh2	Yp Topo-I inh	TcdB inh	3CLpro inhibitor
CC(C)(C)CC(C)(C)N=C1NS(=O)(=O)c2cc([N+](=O)[O-])ccc21	-14	-0.7	21	5	i	0	-1	0	-0.6	3
Cc1nn(Cc2ccccc2)c(C)c1NC(=O)c1ccc([N+](=O)[O-])cc1[N+](=O)[O-]	-10	-0.6	6	-4	i	166*	1	-4	0.1	-2
COC(=O)C(F)(Sc1c(C)n(C)n(-c2ccccc2)c1=O)C(F)(F)F (centres undefined)	-8	0.1	-1	0	-0.4	2	-3	8	nt	4
CN=C1SC(CC(=O)NCCc2ccc(OC)c(OC)c2)C(=O)N1C (centres undefined)	-4&-5	-1.6&4.2	28	-5&4	-0.2	2	-10&-3	-1&3	-8.5	2
CC(C)(C)c1ccc(C(=O)C=[N+]=[N-])cc1	-11	-0.1	8	-2	-0.5	-6	-4	0	nt	-2
COc1ccc(-n2nc(C(=O)NCC(=O)N3CCC(C)CC3)c3ccccc3c2=O)cc1	-15	0.8	21	-1	-0.6	-3	0	9	0.1	4
CN(/C(=N/S(=O)(=O)c1ccccc1)c1ccccc1)S(=O)(=O)c1ccccc1	nt	0.1	8	-4	-0.1	1	0	6	3.9	0
CC1CCCC(NC(=O)CNC(=S)N2CC3CC(C2)c2cccc(=O)n2C3)C1C (centres undefined)	-4	-0.6	2	0	i	7	1	0	-1.1	0
O=C(NCCN1CCN(C(=O)c2c(F)cccc2F)CC1)C(=O)Nc1ccc(Cl)cc1	-8	1.6	21	-6	-1.2	4	0	9	0.7	-3
Cc1cc(C)c2c(c1)OC(O)(C(F)F)CC2=O (centres undefined)	-19	-0.1	22	2	i	5	-1	4	0.2	-2
Cc1ccc(OCC(=O)NCCNC(=O)c2ccco2)cc1	-9	0.2	6	7	-0.2	7	-5	-7	0.5	1
CCOc1ccc(Nc2cc(C)nc(N3CCOCC3)n2)cc1	-17	-1.1	29	5	1.4	-2	-5	0	nt	3
COc1ccc(CCNC(=O)CC2SC(=NCc3ccccc3)NC2=O)cc1 (centres undefined)	-10	1.3	34	0	i	-2	0	8	-0.6	-1
Cc1ccc(O)c(NC(=S)NC(=O)Cc2ccc(Cl)cc2)c1	-6	0.0	22	-25	-0.2	2	2	22	0.9	1
Cc1cc(NC(=O)C(C)SCC(=O)O)no1 (centres undefined)	-3	-0.6	17	7	-1.4	5	-2	8	1.0	-2
COc1ccc(C2NS(=O)(=O)N=C2N)cc1 (centres undefined)	-13	-2.2	18	-16	i	-4	-4	3	2.0	4
O=C(CC1Nc2ccccc2NC1=O)NCCc1ccccc1 (centres undefined)	6	-1.2	-11	-8	i	-12	2	-10	nt	2
O=C(Cc1ccc(S(=O)(=O)N2CCOCC2)s1)Nc1ccc(Br)c(C(F)(F)F)c1	7	-0.2	nt	-4	7.3	nt	-2	-9	0.6	nt
COc1ccc(C2(C)NC(=O)N(CC(=O)NC3CC3)C2=O)cc1 (centres undefined)	-7	-1.8	nt	10	4.3	3	0	-2	1.4	nt
CC(CO)NS(=O)(=O)c1ccc(Br)cc1F (centres undefined)	-2	-0.1	nt	7	-1.1	nt	-10	-2	2.0	nt
N#CC1(NC(=O)COC(=O)c2cc(=O)[nH]c3ccccc23)CCCCC1	-1	0.9	nt	3	i	-5	1	-7	2.9	nt
O=C(CCC1CCN(C(=O)c2cncs2)CC1)Nc1ccccc1	0	-1.0	10	8	i	-2	-1	1	1.9	0
COc1cc(C(=O)NCC2CCCO2)cc(Br)c1OCc1ccccc1 (centres undefined)	-14	4.0	nt	7	-0.5	-7	0	-1	2.1	nt
CCCN1CCc2c(sc(NC(=O)c3ccc(S(=O)(=O)N(C)c4ccccc4)cc3)c2C(N)=O)C1	-23	1.1	1	-433	-0.1	1	-1	15	-0.3	2
N#Cc1ccc(/C=N/NC(=S)Nc2ccc(S(=O)(=O)N3CCOCC3)cc2)cc1	i	-0.3	23	5	-0.4	-13	-6	-7	0.0	-1
CCCCCn1nc(-c2ccccc2)c2nc3ccccc3nc21	-11	-0.2	15	-900	-1.2	-2	24	7	nt	4
CCOC(=O)Cc1cc(-c2ccc(F)cc2)nc2ccc3ccccc3c12	0	0.9	12	-4	-0.1	6	-2	3	nt	1
CCOC(=O)C1CC2=C(CCCC2=O)N(Cc2ccccc2)C1=O (centres undefined)	-15	-1.0	nt	-3	i	nt	-2	3	1.2	nt
COCc1cc(C)n(CC(=O)Nc2cc(C)cc(C)c2)c(=O)c1C#N	-13	-0.9	25	6	-0.2	-4	-1	2	0.5	1
COc1ccccc1CNC(=O)COC(=O)Cc1ccc(F)cc1	-11	-0.1	nt	-2	i	1	0	-10	0.5	nt
S=C(NCCc1ccccc1)N1CCN(C23CC4CC(CC(C4)C2)C3)CC1	-6	-0.6	23	1	-0.1	5	-4	3	2.0	-1
CCOC(=O)N1CCN(C(=O)CS(=O)(=O)c2cn(Cc3ccccc3Cl)c3ccccc23)CC1	-9&-9	0.4	28	1	i	-3	-2	1	4.1	-7
CC1CN(S(=O)(=O)c2cccc(C(=O)NCC(c3cccs3)N3CCOCC3)c2)CC(C)O1 (centres undefined)	-8	0.6	nt	-16	-2.7	nt	-2	4	-0.3	nt
Cc1ccc(S(=O)(=O)/N=C(/Nc2c(C)n(C)n(-c3ccccc3)c2=O)c2ccccc2)cc1	nt	-0.5	-7	0	3.1	-1	1	2	-0.1	2
Cc1ccccc1NC(=O)C(=O)NCCCN1CCCC1=O	0&-4	0.5	nt	0	i	1	-1	4	0.4	nt
CC(C)(C)CC(=O)Nc1cc2c3c(c1)CCN3C(=O)CC2	-3	0.7	0	3	-0.4	-14	0	2	-3.8	3
CCCCN(C)CCNC(=O)Cn1ncc2c(=O)oc3ccc(C)cc3c21	-6	0.1	8	4	-0.3	-1	-2	-2	0.5	-1
O=C(CNC(=O)C1CCCCC1)OCC(=O)c1ccc(Cl)s1	-4	1.0	-5	1	-0.5	2	-2	3	0.7	0
CCC(=O)n1nc(-c2ccco2)nc1N	2	-0.2	28	-2	4.2	-1	-1	-1	nt	4
Cn1cc(CN2CCCC(C(=O)c3ccc(-c4ccccc4)cc3)C2)cn1 (centres undefined)	8	0.3	30	-4	0.1	1	-4	6	0.9	4

Ordered by molecular weight (rising): some entries from above.
SMILES	SSB-PriA inh	PfHsp40 rescue	DUSP3 inh	MazEF act	Vc quorum ag	Rv3671c inh	Anthrax LF inh2	Yp Topo-I inh	TcdB inh	3CLpro inhibitor
O=C(CC1Nc2ccccc2NC1=O)NCCc1ccccc1 (centres undefined)	6	-1.2	-11	-8	i	-12	2	-10	nt	2
CCOc1ccc(Nc2cc(C)nc(N3CCOCC3)n2)cc1	-17	-1.1	29	5	1.4	-2	-5	0	nt	3
CC(C)(C)CC(C)(C)N=C1NS(=O)(=O)c2cc([N+](=O)[O-])ccc21	-14	-0.7	21	5	i	0	-1	0	-0.6	3
O=C(CCC1CCN(C(=O)c2cncs2)CC1)Nc1ccccc1	0	-1.0	10	8	i	-2	-1	1	1.9	0
O=C(CNC(=O)C1CCCCC1)OCC(=O)c1ccc(Cl)s1	-4	1.0	-5	1	-0.5	2	-2	3	0.7	0
N#CC1(NC(=O)COC(=O)c2cc(=O)[nH]c3ccccc23)CCCCC1	-1	0.9	nt	3	i	-5	1	-7	2.9	nt
CCOC(=O)Cc1cc(-c2ccc(F)cc2)nc2ccc3ccccc3c12	0	0.9	12	-4	-0.1	6	-2	3	nt	1
CN=C1SC(CC(=O)NCCc2ccc(OC)c(OC)c2)C(=O)N1C (centres undefined)	-4&-5	-1.6&4.2	28	-5&4	-0.2	2	-10&-3	-1&3	-8.5	2
COC(=O)C(F)(Sc1c(C)n(C)n(-c2ccccc2)c1=O)C(F)(F)F (centres undefined)	-8	0.1	-1	0	-0.4	2	-3	8	nt	4
S=C(NCCc1ccccc1)N1CCN(C23CC4CC(CC(C4)C2)C3)CC1	-6	-0.6	23	1	-0.1	5	-4	3	2.0	-1
Cc1nn(Cc2ccccc2)c(C)c1NC(=O)c1ccc([N+](=O)[O-])cc1[N+](=O)[O-]	-10	-0.6	6	-4	i	166*	1	-4	0.1	-2
CN(/C(=N/S(=O)(=O)c1ccccc1)c1ccccc1)S(=O)(=O)c1ccccc1	nt	0.1	8	-4	-0.1	1	0	6	3.9	0
Cc1ccc(S(=O)(=O)/N=C(/Nc2c(C)n(C)n(-c3ccccc3)c2=O)c2ccccc2)cc1	nt	-0.5	-7	0	3.1	-1	1	2	-0.1	2
CC1CN(S(=O)(=O)c2cccc(C(=O)NCC(c3cccs3)N3CCOCC3)c2)CC(C)O1 (centres undefined)	-8	0.6	nt	-16	-2.7	nt	-2	4	-0.3	nt
O=C(Cc1ccc(S(=O)(=O)N2CCOCC2)s1)Nc1ccc(Br)c(C(F)(F)F)c1	7	-0.2	nt	-4	7.3	nt	-2	-9	0.6	nt

The listing continues.
SMILES	SSB-PriA inh	PfHsp40 rescue	DUSP3 inh	MazEF act	Vc quorum ag	Rv3671c inh	Anthrax LF inh2	Yp Topo-I inh	TcdB inh	3CLpro inhibitor
O=C(Nc1cccc(F)c1)C1CC(=O)N(c2ccc(Br)cc2)C1 (centres undefined)	1	1.0	-15	3	i	-14	0	4	nt	-2
Cc1ccc(OCC(=O)Nc2cc(NC(=O)COc3ccc(C)cc3)cc(C(=O)O)c2)cc1	-3	-0.8	-16	1	i	-1	16	18	-0.6	8
COc1cc(OC)c2c(-c3ccccc3)cc(=O)oc2c1C(CCN1CCOCC1)c1ccc(N(C)C)cc1 (centres undefined)	39*	0.2	nt	1	i	nt	-6	23	0.7	nt
Clc1cccc(-c2nnc(-c3ccno3)o2)c1	-11	1.9	11	-4	i	-10	-13	-5	0.9	1
C1CCN2CC3CC(CN4CCCC[C@@H]34)[C@H]2C1	nt	0.4	nt	-9	-0.4	nt	-2	6	1.4	nt
COC(=O)c1cc2ccsc2n1CC(=O)Nc1cc(Cl)ccc1OC	-4	-1.0	2	7	i	21	6	10	1.5	3
Cc1ccccc1S(=O)(=O)c1c(C)cc(-c2ccccc2)[nH]c1=O	1	-0.6	6	-2	-0.4	0	-16	2	nt	2
COc1ccccc1C(CNC(=O)CSc1ccc2ccccc2c1)N(C)C (centres undefined)	0	-1.2	15	-2	-0.4	6	-4	-3	0.5	3
O=C(CN1CCN(C2CCCCC2)CC1)Nc1ccc(Br)cc1	-7	-1.3	16	-6	-1.0	-3	-4	2	0.3	1
CCC/C=N/Nc1nnc(Cc2ccccc2)c(=O)[nH]1	nt	-0.2	nt	5	-0.9	4	-3	-1	3.1	-3
Cc1ccc(C(=O)CSc2nc(-c3ccccc3)cc(=O)[nH]2)cc1	-1	0.5	-31	-7	-0.3	-7	-4	18	0.1	3
Cc1onc(-c2c(F)cccc2Cl)c1-c1nnc(-c2ccc(C(F)(F)F)cc2)o1	-10	1.2	1	7	-0.7	-7	-21	19	0.7	-7
COc1ccc2nc(N3C(=O)CNC3=S)sc2c1	-5	32*	-12	-3	-1.0	9	nt	-7	-0.4	2
CC1=CC(C)(C)n2c(O)c(N=NC(N)=S)c3c(C)c(C)cc1c32	15	-0.4	4	24	i	0	-5	0	1.3	0
Cc1ccc(NC(=S)N(CCCN2CCOCC2)Cc2ccco2)cc1Cl	3	0.3	4	3	-0.4	-6	-2	20	nt	-2

High-throughput results from PubChem.
